HEK293 tox – cytotoxicity counter-screen for GLP-1 receptor inverse agonists; HEK293 cAMP-luciferase reporter cells, luminescence, 24 h; Potency, µM (titrated, usually from 38.3 µM), for inactives: at the top dose activity change, negative = inhibition, usual class: inhibitors; actives 0.13% (n = 410,000);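 note: loss of luciferase light is scored as toxicity; potency is the fitted concentration of half-maximal effect; % is set by controls: 0 for no effect and ±100 for the full control effect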
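A 23 nL compound transfer followed 12 hours of cell culture at 37 deg C; exposure then lasted 24 hr. Luciferase assay detection reagent was dispensed and plates read for luminescence after a 12 min room-temperature wait.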
DRD3 antagonist – blocks the human D3 dopamine receptor. P35462. AID 652054. max response, negative = inhibition, %. D3R cells, DiscoveRx beta-arrestin luminescence, antagonist mode; stronger effect = lower value. actives 2.5% (n = 360,000); in the data active = max response below about -50%; inconclusive = no clear call, values can overlap the other calls; note: % is set by controls: 0 for no effect and ±100 for the full control effect; mostly tested at two doses, the higher about 12 µM
Target sequence (P35462 whole entry, looked up): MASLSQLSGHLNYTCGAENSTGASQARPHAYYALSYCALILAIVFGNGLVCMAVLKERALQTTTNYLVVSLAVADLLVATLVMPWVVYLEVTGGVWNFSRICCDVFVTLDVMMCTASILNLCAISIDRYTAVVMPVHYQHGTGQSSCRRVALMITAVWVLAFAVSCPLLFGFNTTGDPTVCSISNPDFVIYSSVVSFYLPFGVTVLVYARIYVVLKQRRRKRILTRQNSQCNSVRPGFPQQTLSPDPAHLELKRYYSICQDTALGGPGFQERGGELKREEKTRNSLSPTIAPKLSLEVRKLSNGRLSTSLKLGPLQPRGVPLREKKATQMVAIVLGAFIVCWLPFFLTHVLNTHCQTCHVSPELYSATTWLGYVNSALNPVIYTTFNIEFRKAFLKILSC
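Cells plated overnight at 1500 cells/well, then exposed to library compounds with dopamine controls for 90 minutes at 37 degrees C. DiscoveRx reagent added for 30–60 minutes at room temperature; luminescence read, quantitative HTS format.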
GLP-1R inv ag – acts as inverse agonist at human GLP-1 receptor. HEK293 GLP-1R CRE-luciferase, luminescence, 24 h; GLP-1R form is constitutively active. Potency, µM (titrated, usually from 38.3 µM), without a hit: at the highest dose activity change, negative = inhibition, actives largely listed as inhibitors. actives 1.6% (n = 410,000); note: potency is the fitted concentration of half-maximal effect; % is set by controls: 0 for no effect and ±100 for the full control effect; nearly all actives have a fitted effect of over 55% in size
Target sequence (P43220 whole entry, looked up): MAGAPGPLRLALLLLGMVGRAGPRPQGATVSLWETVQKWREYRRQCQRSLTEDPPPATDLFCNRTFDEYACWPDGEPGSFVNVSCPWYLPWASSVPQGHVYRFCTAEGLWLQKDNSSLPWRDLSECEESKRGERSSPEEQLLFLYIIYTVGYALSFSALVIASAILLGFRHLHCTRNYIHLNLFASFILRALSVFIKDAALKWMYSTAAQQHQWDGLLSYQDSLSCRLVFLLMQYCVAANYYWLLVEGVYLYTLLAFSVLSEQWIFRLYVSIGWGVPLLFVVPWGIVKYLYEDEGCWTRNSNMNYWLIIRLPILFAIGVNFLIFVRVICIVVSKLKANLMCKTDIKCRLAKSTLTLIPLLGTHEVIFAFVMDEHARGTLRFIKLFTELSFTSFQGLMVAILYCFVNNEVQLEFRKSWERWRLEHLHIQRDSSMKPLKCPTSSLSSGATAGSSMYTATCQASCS
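Luminescence readout: a drop in cAMP-driven luciferase signal flags inverse agonism at a constitutively active GLP-1R stably expressed in HEK293. Compound exposure lasted 24 hr at 37 deg C, 5% CO2.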
PTHR1 agonist – agonists of human PTHR1 parathyroid hormone receptor | AID 743266 | Potency, µM (doses to about 115 µM), for inactives: at the top dose activation, most hits filed as activators | Q03431 | HEK293 GP2 PTHR1 cells, GloSensor cAMP luminescence, 1 h | actives 0.075% (n = 410,000); note: potency is the fitted concentration of half-maximal effect; nearly all actives have a fitted effect of over 55% in size; some results filed as inactive show a strong effect at the top dose; inactives centre near -15; many of its hits are not listed in these tables
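HEK-293-derived GP2 cells expressing PTHR1 and a GloSensor cAMP reporter, 3,000/well, plated overnight, given luciferin plus IBMX (each 0.5 mM as added) for 1 h at 37 °C, then compound for 1 h at 37 °C. Luminescence was read after 15 min at room temperature.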
aSyn rescue – inhibitors of alpha-synuclein toxicity in yeast. Yeast expressing alpha-synuclein, growth rescue, BacTiter-Glo, 24 h. Potency, µM (highest dose often 46.1 µM), without a hit: at the highest dose growth rescue (activation), hits mostly activators. actives 0.14% (n = 370,000). AID 652106; note: potency is the fitted concentration of half-maximal effect; % of control where 0% means no effect; nearly all actives have a fitted effect of over 65% in size
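Readout is rescue of growth in alpha-synuclein-expressing yeast, so inhibitors of toxicity appear as activators. Growth after 24 hr at 30 deg C in galactose medium is quantified by luminescence.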
TDP43 rescue – TDP-43 toxicity inhibition in yeast. actives 1.8% (n = 410,000). TDP-43 expressing yeast growth rescue, BacTiter-Glo, 24 h. Potency, µM (highest dose often 46.1 µM), inactives show top-dose growth rescue (activation), most hits filed as activators. AID 652104; note: potency is the fitted concentration of half-maximal effect; % of control where 0% means no effect; nearly all actives have a fitted effect of over 50% in size
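Readout is BacTiter-Glo luminescence of cell growth, so inhibitors register as activators. TDP-43-expressing yeast at OD600=0.02 in galactose medium, after raffinose pregrowth to mid-log, were incubated with compound for 24 hr at 30 deg C.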
DRD3 agonist – activates the human D3 dopamine receptor. actives 0.58% (n = 410,000). P35462. D3R DiscoveRx beta-arrestin cells, luminescence, 90 min. max activation, %; in the data active = max activation above about 30%; note: 0% is about no effect; mostly tested at two doses, the higher about 12 µM
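Cells at 1500/well, incubated overnight, then treated with pinned compounds (dopamine as control) for 90 min at 37 degrees C. DiscoveRx reagent added for 30 - 60 minutes at room temperature; luminescence read.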
GLP1R ag – GLP-1 receptor (human) agonism. actives 0.007% (n = 380,000). HEK293 GLP-1R CRE-luciferase, luminescence, 4-6 h; cells express a hypersensitive GLP-1R form. Potency, µM (top dose mostly 45.6 µM), for the others: at the highest dose activation, actives largely listed as activators; note: potency is the fitted concentration of half-maximal effect; % of control where 0% means no effect
KB-V1 cytotox – KB-V1 MDR subline cytotoxicity; KB-V1 MDR cells viability, CellTiter-Glo, 72 h; Potency, µM (top dose mostly 46.1 µM), inactives show at the top dose activity change, negative = cytotoxicity, hits mostly cytotoxic; actives 3.4% (n = 400,000); AID 1347076; note: potency is the fitted concentration of half-maximal effect; % is set by controls: 0 for no effect and ±100 for the full control effect; nearly all actives have a fitted effect of over 60% in size
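KB-V1, DMEM (no phenol red) + 10% FBS; cpd pin-transferred, titration series; 72 h, 37 degrees C; CellTiter-Glo, luminescence. Data normalized, curve-fit.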
The depositor's hits bear a star; i = inactive; ? = inconclusive; / = not tested or not shown; [ ] = another dose, or the depositor's remark. Unless noted, calls come from the whole dose curve; as a rule, active = well fitted curve in the direction sought with a large enough effect; inconclusive = small, poorly fitted or top-dose-only effect, or another doubt; inactive = no such curve, though single readings can be large; an effect the other way counts as inactive or inconclusive.

No.	structure	HEK293 tox	DRD3 antagonist	GLP-1R inv ag	PTHR1 agonist	aSyn rescue	TDP43 rescue	DRD3 agonist	GLP1R ag	KB-V1 cytotox
1	Cc1cc(=O)oc2c3c(cc(OCC(=O)NCC(=O)N[C@H](C(=O)O)C(C)C)c12)OC(C)(C)CC3	-9.5%	4.2	14.6%	i	1.2%	12.6%	6.3	-0.2%	11.5%
2	O=C1CCCC(=O)N1c1ccc(Oc2ccc(Cl)cc2)cc1	-16.2%	20.7	-23.7%	-15.0%	-5.6%	?	0.6	-0.1%	10.3%
3	CCOC(=O)C1CC(c2ccccc2)=NNC1=O (stereo unspecified)	7.3%	6.7	21.7%	i	0.7%	11.0%	6.3	7.1%	4.9%
4	O=C(N/N=C/c1ccc(N2CCOCC2)s1)c1ccccc1Br	14.5%	5.9	66.2%[activator]	i	-1.8%	-16.4%	1.7	5.8%	2.0%
5	C=CCNc1nnc(C)c2ccccc12	7.6%	-3.8	-9.9%	i	0.3%	-20.1%	0.9	-10.7%	14.5%
6	CC(NC(=O)COC(=O)C1CC1C)c1cccc(Cl)c1 (stereo unspecified)	9.0%	-7.6	3.5%	i	-7.3%	27.9%	-15.2	1.1%	-1.7%
7	O=C(CNC(=O)c1ccco1)Nc1ccc(N2CCCCCC2)cc1	0.4%	-28.2	-12.8%	-89.9%[inhibitor]	?	-7.4%	-18.6	1.2%	-8.3%
8	CCC(=O)OCC(=O)c1cc(C)n(-c2ccc(Br)cc2)c1C	-1.2%[0.307 µM]	-3.0	-17.9%[0.307 µM]	-34.8%[inhibitor]	-11.4%	?	-2.4	1.3%	14.6µM*
9	O=C(NCc1ccncc1)C(=O)Nc1nc2ccccc2s1	18.1%	5.1	6.9%	-60.1%[inhibitor]	2.0%	9.5%	0.6	-2.7%	-2.8%
10	O=C(NCCc1ccc(Cl)cc1)c1ccc(Cn2c(=O)[nH]c3ccccc3c2=O)cc1	1.8%	/	-5.5%	-4.1%	/	14.1%	-5.2	/	/

Following part.
No.	structure	HEK293 tox	DRD3 antagonist	GLP-1R inv ag	PTHR1 agonist	aSyn rescue	TDP43 rescue	DRD3 agonist	GLP1R ag	KB-V1 cytotox
11	COC(=O)Cc1cccc2c(=O)c3ccccc3oc12	-16.9%	5.7	1.6%	i	-5.3%	2.8%	5.0	16.0%	?
12	COC(=O)c1cc(Br)c(=O)n(CCc2ccc(O)cc2)c1	-5.8%	18.0	16.1%	-35.1%[inhibitor][57.5 µM]	-9.5%	2.2%	0.8	7.2%	3.0%
13	COC(=O)Cn1c(CCS(=O)(=O)c2ccc(Cl)cc2)nc2ccccc21	61.9%	-5.0	18.6%	i	-6.9%	13.6%	-5.8	-12.5%	7.4%
14	CN(c1ccccc1)S(=O)(=O)c1cccc(NC(=O)CN2C(=O)NC3(CCCC3)C2=O)c1	3.9%	-3.2	?	i	-7.5%	14.2%	-0.6	-5.3%	6.1%
15	S=c1nc(C2CCCCC2)n(-c2ccccc2)[nH]1	1.1%	-20.1	?	-8.1%	-4.1%	3.1%	13.2	7.5%	22.0%
16	O=C(NCC1CCCO1)C(=O)NCC(c1ccco1)N1CCN(c2ccccc2)CC1 (stereo unspecified)	-7.8%	7.5	-15.9%	i	-4.0%	-2.1%	4.6	-0.1%	20.6µM*
17	CCCCc1nnc(NC(=O)C23CC4CC(CC(NC(C)=O)(C4)C2)C3)s1	-8.0%	-10.9	-6.2%	-20.8%	-0.8%	-12.1%	2.3	-3.5%	-21.2%
18	Cc1ccc(C(=O)NCCSc2ccccc2)cc1S(=O)(=O)Nc1ccccc1	-3.1%	-10.6	0.0%	-34.7%[inhibitor]	7.1%	-18.7%	-25.0	3.9%	-9.2%
19	CCOc1cc(C#N)c(NC(=O)Cn2nnc(-c3ccc(C)cc3)n2)cc1OCC	-1.0%	/	16.2%	-8.8%	/	6.5%	6.5	/	16.2%
20	COc1ccc(NC(=O)Nc2nccs2)cc1	-13.7%	-7.2	-9.3%	-23.3%[57.5 µM]	-4.1%	-0.6%	-5.2	-5.9%	7.31µM*

(cont.)
No.	structure	HEK293 tox	DRD3 antagonist	GLP-1R inv ag	PTHR1 agonist	aSyn rescue	TDP43 rescue	DRD3 agonist	GLP1R ag	KB-V1 cytotox
21	O=Cc1c(N2CCSCC2)nc2ccccn2c1=O	-26.7%	12.2	0.7%	-39.7%[inhibitor]	1.5%	25.9%	1.0	-4.5%	0.3%
22	CN(C(=O)CSC1=NC2C(N=N1)c1cc(Br)ccc1N2C)C1CCCCC1 (stereo unspecified)	-19.0%	9.1	8.3%	-26.3%	3.4%	-0.4%	4.6	4.5%	7.7%
23	COc1ccc(O)c(C(=O)c2cnn(S(=O)(=O)c3ccc(C)cc3)c2)c1	1.6%	6.5	-16.5%	i	13.8%	?	3.2	0.7%	?
24	O=C(Nc1ccccc1)c1nc[nH]c1C(=O)NCCCNC(=O)c1[nH]cnc1C(=O)Nc1ccccc1	1.7%	126.2	13.5%	i	4.5%	14.0%	23.9	-2.5%	7.8%
25	C/C(=N\NC(N)=O)c1ccccc1	-0.2%	-11.7	-0.7%	-5.0%	0.7%	-6.0%	-6.5	2.2%	?
26	Cc1nn(CCc2nn[nH]n2)c2nc(C(F)(F)F)cc(C(F)(F)F)c12	-4.2%	21.4	4.3%	-14.4%[57.5 µM]	-1.3%	-2.0%	3.2	-10.1%	12.9%
27	CCCCn1nc(NC(=O)COC)c2cc3ccc(C)cc3nc21	33.2%[activator]	36.3	5.4%	i	1.7%	23.0%	5.1	-5.8%	?
28	CCCCCN(C(=O)CCC(=O)OCc1cccc(Cl)c1)c1c(N)n(CCCC)c(=O)[nH]c1=O	3.9%	-23.9	-2.4%	-5.0%	-10.5%	13.3%	-4.3	-10.0%	-4.4%
29	CC1(C)OC(=O)C2=C(C[C@@H](CCc3ccccc3)O[C@H]2C2CCCC2)O1	28.4%	0.0	?	-7.3%	2.1%	-1.0%	-12.8	-1.7%	0.0%
30	O=C(CCn1cnc2onc(-c3ccc(F)cc3)c2c1=O)N1CCN(c2ccccc2F)CC1	10.3%	/	-2.1%	i	/	18.7%	-1.6	/	5.0%

More structures follow.
No.	structure	HEK293 tox	DRD3 antagonist	GLP-1R inv ag	PTHR1 agonist	aSyn rescue	TDP43 rescue	DRD3 agonist	GLP1R ag	KB-V1 cytotox
31	CNC(=O)/C(C#N)=C/c1ccc(OCCOc2ccccc2)cc1	0.7%	6.2	9.8%	i	2.7%	15.1%	-8.9	1.0%	3.4%
32	COc1cccc(CNC(=O)CCS(=O)(=O)c2ccc3c(c2)NC(=O)C(C)S3)c1 (stereo unspecified)	-6.4%	3.7	2.1%	-58.0%[inhibitor]	0.4%	6.9%	2.6	0.5%	-13.7%
33	COc1ccc(OC)c2[nH]c(=O)c(CCNC(=O)C(C)(C)C)cc12	2.9%	10.7	3.6%	i	3.5%	-2.8%	5.3	-0.1%	0.6%
34	CCOc1cccc(NC(=O)CSc2sc3c(O)cc(=O)[nH]c3c2C#N)c1	7.7%	3.6	8.6%	-2.1%	-3.0%	-4.2%	8.3	-0.4%	6.8%
35	CC1CCCCC1NS(=O)(=O)c1ccc2c(c1)CCC(=O)N2 (stereo unspecified)	3.2%	9.0	9.4%	-32.4%[inhibitor]	2.0%	?	1.9	20.9%	7.5%
36	Cc1ccc(C(=O)OCC(=O)NCC2CCCO2)c(C)c1 (stereo unspecified)	-10.5%	2.8	1.3%	i	0.6%	4.1%	-7.1	7.8%	13.2%
37	COc1cc(C2c3c(-c4c(C)cc(C)cc4O)n[nH]c3C(=O)N2CCO)cc(OC)c1OC (stereo unspecified)	9.7%	/	13.3%	0.5%	/	18.7%	-14.8	/	?
38	O=C(Oc1cccc2c(=O)[nH]ccc12)c1ccccc1	-4.9%	-1.5	15.9%	-5.3%	-0.7%	17.7%	-18.2	-3.8%	?
39	Cc1cc(Br)cn2c(Cc3ccccc3C(F)(F)F)c(-c3ccccc3)nc12	-6.9%	25.0	-10.1%	-12.6%	-0.1%	21.0%	0.1	4.0%	-23.6%
40	Cc1cccc(CSc2ncc(Cl)c(C(=O)Nc3nnc(C)s3)n2)c1	2.8%	/	-1.0%	?	/	23.6%	-3.2	/	9.6%

Going on with the list.
No.	structure	HEK293 tox	DRD3 antagonist	GLP-1R inv ag	PTHR1 agonist	aSyn rescue	TDP43 rescue	DRD3 agonist	GLP1R ag	KB-V1 cytotox
41	COc1ccc([N+](=O)[O-])cc1NC(=O)C(C)Sc1nc(C)c(C)c(C)n1 (stereo unspecified)	-7.5%	11.1	51.3%[activator]	-18.6%	17.1%	?	1.1	-1.7%	-0.7%
42	CCc1nccn1CCC(=O)N1CCCC(N2CCN(c3ccccc3F)CC2)C1 (stereo unspecified)	9.4%	4.9	-24.3%	-6.0%	0.4%	19.1%	0.7	0.3%	/
43	COc1cccc(C(=O)N2CCN(C3CCC(c4ccccc4)CC3)CC2)c1OC (stereo unspecified)	-14.5%	0.0	?	-10.8%	10.3%	6.1%	-25.8	-2.6%	8.5%
44	Clc1ccc(-c2ccnc(Oc3ccc4ccccc4c3)n2)cc1	62.1%[activator]	0.0	1.9%	-23.3%	1.2%	-2.8%	5.7	4.9%	0.0%
45	Cc1ccc(S(=O)(=O)N(C)C)cc1NC(=O)c1ccccc1Br	-3.6%	0.1	6.9%	i	5.1%	3.9%	1.6	3.0%	-18.8%
46	CCCOC1CCCN(C(=O)c2cc(COc3ccc(F)c(F)c3)on2)C1 (stereo unspecified)	1.6%	9.5	?	-13.9%	-3.3%	25.7%	1.6	-3.0%	/

The list is partial; rates above refer to the full screens.
